Compound activity as filed in PubChem BioAssay.
SUMO1 PPI mod = modulators of human SUMO1-mediated protein-protein interactions | P63165 | SUMO1 binding to a labelled peptide, TR-FRET, 1 h | inhibition, % at 20 µM | hit rate 0.33% among 360,000 | AID 602429; in the data active = inhibition above about 37%
NadD inh = NadD (S. aureus) enzyme inhibition; purified NadD enzyme, colorimetric absorbance read-out; inhibition, % at 20 µM; hit rate 0.78% among 360,000; in the data active = inhibition above about 26%; note: some compounds past the cut are filed as inactive
STEP inh = inhibitors of human striatal-enriched phosphatase STEP; P54829; recombinant STEP, OMFP fluorogenic substrate, fluorescence; inhibition, % at 20 µM; hit rate 0.25% among 360,000; AID 588621;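 active = inhibition at 20 µM, scaled per plate between control wells, above about 37%, limit read from the data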;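 note: 0% = DMSO with enzyme and substrate and 100% = substrate only without enzyme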
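Test system: STEP tyrosine phosphatase / Reagent: OMFP at 25 µM / Doses: 20 µM, 1% DMSO / Read-out: percent inhibition scaled to no-enzyme and uninhibited-enzyme controls, plate-pattern corrected / Detection: FITC-channel fluorescence of OMFP product / Medium: Bis-Tris buffer pH 6.0, 2.5 mM DTT, 0.005% Tween 20 / Schedule: 20 min at room temperature, dark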
SKN-1 block = blocks SKN-1 activity in C. elegans. hit rate 0.49% among 360,000. C. elegans VP596 Pgst-4::GFP/RFP ratio, acrylamide-induced, 24 h. inhibition, % at 21.8 µM. AID 624304;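 active = interference check ratio from 0.5 to 1.5 plus GFP to RFP signal ratio inhibition reaching or exceeding a fixed threshold, cut at about 30% in these data, passing the limit was not always enough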; note: some compounds called inactive have numbers as strong as hits
CendR NRP1 mod = modulators of CendR peptide binding to human neuropilin-1; O14786; FAM-RPARPAR peptide binding to NRP-1, fluorescence polarization; inhibition, % at 25 µM; hit rate 0.85% among 360,000; AID 602438;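 active = inhibition or corrected inhibition above about 18%, plus a signal ratio from 0.5 to 1.5, limit read from the data, passing the limit was not always enough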; note: strong numbers were not always called active
Scp-1 inhibitor = blocks human Scp-1 phosphatase activity; inhibition, % at 20 µM; hit rate 0.88% among 340,000; Q9GZU7; Recombinant Scp1, phosphopeptide, malachite green phosphate absorbance;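 active = inhibition above about 50% at 20 µM, limit read from the data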;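 note: plate controls were DMSO wells with enzyme for no effect and wells lacking enzyme for full effect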
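Material: truncated SCP-1 phosphatase (76-261aa) / Buffer or medium: 50 mM Tris acetate pH 5.5, 0.005% Tween-20, 10 mM MgCl2 / Compound dosing: one concentration, 20 µM, with 1.0% DMSO / Incubation: 45 min room-temperature reaction, 5 min colour, 30 min stabiliser / Detection: colorimetric free-phosphate detection, absorbance 630 nm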
DNMT1 block = blocks human DNA methyltransferase DNMT1 | AID 588458 | DNMT1 molecular beacon, Hinp1I cleavage, fluorescence | hit rate 0.83% among 360,000 | P26358 | inhibition (reported as % activation of signal), % at 10 µM; in the data active = inhibition above about 50%
LMPTP block = LMPTP (human) inhibition. P24666. recombinant LMPTP-A, OMFP fluorogenic substrate, fluorescence intensity. inhibition, % at 20 µM. hit rate 0.22% among 360,000. AID 651560;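 active = compounds that cut the enzyme signal by at least half of the control window in the single-dose screen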;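 note: plate controls were DMSO wells with enzyme plus substrate for no effect and substrate without enzyme for full effect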
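Buffer or medium: Bis-Tris pH 6.0, DTT, detergent; Assay system: LMPTP-A enzyme; Quantity: 0.625 nM enzyme; Detection: endpoint fluorescence intensity; Times: 50 min dark incubation at room temperature; Controls: substrate-only low control, DMSO enzyme-plus-substrate high control; Doses: single 20 µM dose; Read-out: percent inhibition versus substrate-only and uninhibited controls; Reagent: 400 µM OMFP.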
MT1-MMP act inh = inhibitors of human MT1-MMP activation; GFP/RFP ratio change, % at 20 µM; hit rate 0.061% among 360,000; HT1080 RFP-PRO-GFP cells, GFP/RFP ratio fluorescence, overnight; percent of plate control window, DMSO zero; AID 651647; P50281;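 active = GFP/RFP ratio change of at least 30% with cell ATP level not reduced by more than half and red fluorescence within 50% of control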; note: strong numbers were not always called active
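Test system: HT1080 RFP-PRO-GFP cells; Benchmarks: DMSO and RFP-L50D-GFP cell wells; Timing: cells overnight before dosing, compound overnight, 37 °C, 5% CO2; Compound: one 20 µM compound dose with 1% DMSO; Read-out: GFP/RFP fluorescence ratio.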
Rpn11 inh = inhibitors of human proteasome Rpn11. O00487. human 26S proteasome, Ub4-pepOG fluorescence polarization; 20S core pre-blocked with epoxomicin. calls only at 20 µM. hit rate 0.59% among 360,000. AID 588493;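 active = inhibition at 20 µM, scaled to each plate's controls, above about 33%, limit read from the data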
* marks the source's active call; other numbers are inactive results; i = inactive; & = joins results of further samples. Some of the compounds tested. The share of hits here may be higher or lower than overall.

Values in the order: SUMO1 PPI mod	NadD inh	STEP inh	SKN-1 block	CendR NRP1 mod	Scp-1 inhibitor	DNMT1 block	LMPTP block	MT1-MMP act inh	Rpn11 inh
[1] COc1ccc(C(=O)CC(=O)c2ccc(C(C)(C)C)cc2)cc1
    0.6	-1.9	3.6	-6.6	1.4	-20.0	-0.1	2.3	2.8	i
[2] O=C(NCCc1c[nH]c2ccccc12)c1cccnc1
    6.3	0.0	-3.6	86.5	-3.1	-3.5	-1.8	0.2	-1.4	i
[3] COc1cc2c(c(OC)c1OC)-c1c(cc3c(c1OC)OCO3)[C@@H](OC(C)=O)[C@H](C)[C@H](C)C2
    7.4	-0.3	-0.1	19.2	27.1*	-7.7	-10.7	1.9	-0.4	i
[4] CC(=O)c1ccc2c(c1)N(CCCN(C)C)c1ccccc1S2
    -20.5	4.2	-0.1	15.9	17.2	-14.5	-4.3	0.2	-12.7	i
[5] c1ccc(CC2=NCCN2)cc1
    4.7	1.2	-5.4	5.5	-4.8	-6.3	2.7	-2.1	0.3	i
[6] O=S(=O)(c1cccc2cnccc12)N1CCCNCC1
    -32.5	2.9	-2.9	-4.6	-10.6	-11.7	-9.3	-4.3	-12.8	i
[7] NC(=O)c1cccc(-c2cc(Nc3ccc(OC(F)(F)F)cc3)ncn2)c1
    5.9	-6.8	-1.6	7.7	7.8	-4.4	-8.4	1.5	-4.6	i
[8] CCOc1ccccc1C(N)=O
    3.4	6.0	1.2	14.4	-5.2	-9.2	1.8	-1.4	-1.0	i
[9] Cc1nc2ccccn2c(=O)c1CCN1CCC(C(=O)c2ccc(F)cc2)CC1
    -11.0	-2.4	0.5	-9.9	-5.2	-14.5	-0.4	-1.7	-0.7	i
[10] C=C[C@H]1CN2CC[C@H]1C[C@@H]2[C@@H](O)c1ccnc2ccc(OC)cc12
    20.5&1.6&-3.7	-2.9&1.2&1.5	-1.2&-2.3&-1.9	3.2&-12.3&12.6	4.6&4.8&-5.9	2.1&-8.8&-11.7	1.3&-0.6&-3.4	0.6&-0.3&2.1	-4.3&3.1&2.1	i
[11] Cn1c(=O)c2c(ncn2CC2OCCO2)n(C)c1=O
    0.3	4.6	-1.9	2.3	6.2	-4.2	-10.7	1.3	2.8	i
[12] C1CCC(C(CC2CCCCN2)C2CCCCC2)CC1 (configuration not stated)
    -32.1&-28.2	0.9&-2.7	1.1&3.3	12.5&1.9	10.0&0.5	1.3&-3.8	13.1&8.8	-1.6&-0.4	-8.0&-8.0	i

Compound profiles (already shown). Order of values: SUMO1 PPI mod, NadD inh, STEP inh, SKN-1 block, CendR NRP1 mod, Scp-1 inhibitor, DNMT1 block, LMPTP block, MT1-MMP act inh, Rpn11 inh
Record of C=C[C@H]1CN2CC[C@H]1C[C@@H]2[C@@H](O)c1ccnc2ccc(OC)cc12 = 20.5&1.6&-3.7, -2.9&1.2&1.5, -1.2&-2.3&-1.9, 3.2&-12.3&12.6, 4.6&4.8&-5.9, 2.1&-8.8&-11.7, 1.3&-0.6&-3.4, 0.6&-0.3&2.1, -4.3&3.1&2.1, i
Record of COc1cc2c(c(OC)c1OC)-c1c(cc3c(c1OC)OCO3)[C@@H](OC(C)=O)[C@H](C)[C@H](C)C2 = 7.4, -0.3, -0.1, 19.2, 27.1*, -7.7, -10.7, 1.9, -0.4, i

Compounds above that contain nitrogen in an aromatic ring:
Values in the order: SUMO1 PPI mod	NadD inh	STEP inh	SKN-1 block	CendR NRP1 mod	Scp-1 inhibitor	DNMT1 block	LMPTP block	MT1-MMP act inh	Rpn11 inh
[2] O=C(NCCc1c[nH]c2ccccc12)c1cccnc1
    6.3	0.0	-3.6	86.5	-3.1	-3.5	-1.8	0.2	-1.4	i
[6] O=S(=O)(c1cccc2cnccc12)N1CCCNCC1
    -32.5	2.9	-2.9	-4.6	-10.6	-11.7	-9.3	-4.3	-12.8	i
[7] NC(=O)c1cccc(-c2cc(Nc3ccc(OC(F)(F)F)cc3)ncn2)c1
    5.9	-6.8	-1.6	7.7	7.8	-4.4	-8.4	1.5	-4.6	i
[9] Cc1nc2ccccn2c(=O)c1CCN1CCC(C(=O)c2ccc(F)cc2)CC1
    -11.0	-2.4	0.5	-9.9	-5.2	-14.5	-0.4	-1.7	-0.7	i
[10] C=C[C@H]1CN2CC[C@H]1C[C@@H]2[C@@H](O)c1ccnc2ccc(OC)cc12
    20.5&1.6&-3.7	-2.9&1.2&1.5	-1.2&-2.3&-1.9	3.2&-12.3&12.6	4.6&4.8&-5.9	2.1&-8.8&-11.7	1.3&-0.6&-3.4	0.6&-0.3&2.1	-4.3&3.1&2.1	i
[11] Cn1c(=O)c2c(ncn2CC2OCCO2)n(C)c1=O
    0.3	4.6	-1.9	2.3	6.2	-4.2	-10.7	1.3	2.8	i
